PLC-gamma1 inh – inhibitors of human phospholipase C gamma1. AID 720700. inhibition, % at 12.2 µM. 370,000 compounds, 0.84% hits. purified PLC-gamma1, fluorogenic substrate, fluorescence. P19174; in the data active = inhibition above about 9.5%
Tn6 DDE FP – DD(E)-Tn6 binding inhibition, primary FP screen. P02675. Fibrin DD(E) TRITC-Tn6 fluorescence polarization displacement. inhibition, % at 8.3 µM. 370,000 compounds, 0.21% hits. AID 720509;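 active = inhibition above a per-campaign cutoff: mean of compounds within control limits plus 3 SD, cut at about 15% in these data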;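 note: 0% = median of all compound wells on the plate and 100% = blocking peptide control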
Target sequence (P02675 whole entry, looked up): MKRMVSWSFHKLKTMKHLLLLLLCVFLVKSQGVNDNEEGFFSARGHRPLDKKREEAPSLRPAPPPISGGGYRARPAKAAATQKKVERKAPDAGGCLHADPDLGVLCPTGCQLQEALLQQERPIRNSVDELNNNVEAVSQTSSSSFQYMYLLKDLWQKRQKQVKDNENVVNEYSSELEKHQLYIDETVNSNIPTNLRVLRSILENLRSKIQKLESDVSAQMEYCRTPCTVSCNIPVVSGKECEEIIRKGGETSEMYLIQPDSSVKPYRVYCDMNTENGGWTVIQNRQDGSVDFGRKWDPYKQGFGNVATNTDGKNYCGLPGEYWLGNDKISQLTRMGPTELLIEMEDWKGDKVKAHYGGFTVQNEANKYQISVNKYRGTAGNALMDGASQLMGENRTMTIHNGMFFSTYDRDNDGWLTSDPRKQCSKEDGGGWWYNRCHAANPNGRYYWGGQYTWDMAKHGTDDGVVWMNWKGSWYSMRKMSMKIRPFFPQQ
UHRF1 MBD2 ctr – blocks human UHRF1 binding to methylated DNA; Q96T88; UHRF1 binding to methylated oligo, TR-FRET; inhibition, % at 4.4 µM; 370,000 compounds, 0.75% hits; AID 687016; in the data active = inhibition above about 21%;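 note: UHRF1 SRA domain binding a hemimethylated CpG hairpin DNA probe; 0% = median of test compound wells and 100% = reference inhibitor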
MBD2 inh – blocks human MBD2 binding to methylated DNA | Q9UBB5 | TR-FRET, MBD2 binding to methylated oligonucleotide | inhibition, % at 4.4 µM | 370,000 compounds, 0.31% hits; in the data active = inhibition above about 13%
Target sequence (Q9UBB5 whole entry, looked up): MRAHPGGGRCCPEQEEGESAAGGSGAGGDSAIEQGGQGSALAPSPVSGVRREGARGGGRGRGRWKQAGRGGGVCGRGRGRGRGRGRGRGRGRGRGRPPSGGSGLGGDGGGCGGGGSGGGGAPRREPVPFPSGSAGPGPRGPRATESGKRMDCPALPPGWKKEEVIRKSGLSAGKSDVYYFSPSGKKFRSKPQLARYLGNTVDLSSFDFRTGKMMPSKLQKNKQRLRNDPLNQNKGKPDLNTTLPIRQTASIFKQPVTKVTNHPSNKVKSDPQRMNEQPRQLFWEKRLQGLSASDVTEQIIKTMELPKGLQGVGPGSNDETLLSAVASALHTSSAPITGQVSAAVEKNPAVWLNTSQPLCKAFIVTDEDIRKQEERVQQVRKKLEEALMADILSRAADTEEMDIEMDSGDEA
ASAP1 GAP inh – blocks human ASAP1-stimulated Arf1 GTP hydrolysis; Q9ULH1; GDP FP detection; inhibition, % at 16.5 µM; 360,000 compounds, 0.19% hits; AID 624377; in the data active = inhibition above about 25%;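 note: 0% = vehicle with enzyme and substrate and 100% = no enzyme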
ADAM17 inh – ADAM17 inhibition, QFRET primary screen | inhibition, % at 6.95 µM | recombinant ADAM17, EDANS/DABCYL FRET peptide cleavage | P78536 | 370,000 compounds, 0.83% hits;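 active = inhibition above the mean of compounds lying between control limits plus 3 SD, set per campaign, cut at about 8.5% in these data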;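 note: 0% = DMSO-only wells as the low control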
PLC-beta3 inh – blocks human PLC-beta3 enzyme activity; inhibition, % at 12.2 µM; Purified PLC-beta3, fluorogenic substrate, fluorescence; AID 720704; 370,000 compounds, 0.18% hits; in the data active = inhibition above about 11%;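 note: 0% = median of compound wells on plate and 100% = full blocker control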
Tn7 DDE FP – inhibitors of Tn7 peptide binding to human fibrin DD(E). P02675. FP displacement of FITC-Tn7 peptide from fibrin DD(E); 0% = median of compound wells per plate. inhibition, % at 8.3 µM. 370,000 compounds, 0.13% hits. AID 720508;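 active = inhibition above the mean of compounds falling within the control limits plus 3 SD of them, cut at about 14% in these data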;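 note: 0% = plate median of compound wells and 100% = 10 µM Aha-Tn7 peptide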
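Assay system: Human clot-derived fibrin DD(E) complex | Buffer or medium: Tris/NaCl/CaCl2 buffer, pH 7.8 | Repeats: One replicate per compound | Benchmarks: Aha-Tn7 high control | Measure: % inhibition scaled between sample-field median and high-control FP | Schedule: 10 min plus 3 h, room temperature | Signal: Fluorescence polarization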
KLK7 zymogen act – activators of human kallikrein-7 zymogen. P49862. purified proKLK7, EDANS-DABCYL substrate fluorescence; 100% is mature enzyme control, 0% vehicle. activation, % at 7 µM. 370,000 compounds, 0.9% hits. AID 652039;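 active = activation above the mean of all tested compounds plus 3 SD, computed per campaign excluding outliers beyond control limits, cut at about 13% in these data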
ARFGAP1 inh – inhibitors of rat ARFGAP1. Arfgap1-stimulated ARF1 GTP hydrolysis, GDP FP detection. 360,000 compounds, 0.26% hits. inhibition, % at 16.5 µM;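 active = inhibition above a per-plate limit, mean inhibition of low control wells plus 3 SD, cut at about 25% in these data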;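 note: 0% = DMSO wells with enzyme and 100% = wells lacking Arfgap1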
Target sequence (Q62848 1-136 limits assumed): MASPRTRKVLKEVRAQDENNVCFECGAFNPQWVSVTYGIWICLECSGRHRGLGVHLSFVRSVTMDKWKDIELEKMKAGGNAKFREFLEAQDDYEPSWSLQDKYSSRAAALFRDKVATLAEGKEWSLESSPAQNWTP
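System: truncated rat Arfgap1 GAP domain / Benchmarks: high control wells lacking Arfgap1, low control full reaction with DMSO / Times: compound-enzyme preincubation 20 min, reaction 120 min, detection 60 min, 25 °C / Repeats: one replicate per compound / Also added: human ARF1(Δ1-17)-GTP substrate / Measured by: Tracer-displacement fluorescence polarization with EDTA stop, 620/688 nm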
Numbers without * were called inactive; i = inactive; / = no result given.

SMILES	PLC-gamma1 inh	Tn6 DDE FP	UHRF1 MBD2 ctr	MBD2 inh	ASAP1 GAP inh	ADAM17 inh	PLC-beta3 inh	Tn7 DDE FP	KLK7 zymogen act	ARFGAP1 inh
Cc1ccc(C(O)c2ncc(-c3ccc(F)cc3)[nH]2)c(C)c1 (stereo not given)	-1	1	1	6	8	0	-3	1	-0.6	-6
CCOC(=O)c1c(SCC(=O)Nc2nc(C)cs2)nc(=O)[nH]c1C	-1	7	-1	1	1	-4	-7	-7	0.5	-3
CCCCNC(=O)c1onc(CSc2cccc(OC)c2)c1C(=O)NCCCC	-2	-6	-3	3	2	7	2	-1	0.9	11
Oc1cc(Br)ccc1C=Nc1ccc(N2CCCCC2)cc1	-2	-3	-1	-3	9	2	-8	-1	0.0	2
CCN1CCN(CCCNC(=O)CNC(=O)c2nn(-c3ccc(OC)cc3)c(=O)c3ccccc23)CC1	-33	-1	-3	-3	4	1	-51	2	-0.8	-2
CC(=O)NS(=O)(=O)c1ccc(NC(=S)NC(=O)Cc2ccccc2)cc1	-1	-2	1	0	-1	-1	2	-4	-0.3	-3
Cc1nn(Cc2ccccc2Cl)c(C)c1C(=O)NCC(c1cccs1)N1CCOCC1 (stereo not given)	5	8	-1	-5	-2	-6	-3	-2	-0.4	-10
CNC(=O)C[C@@H]1CC[C@@H]2[C@H](COc3ccc(NC(=O)c4cccc(F)c4)cc3C(=O)N2C)O1	-2	1	2	-2	/	-4	3	8	0.3	/
OCC1(Cc2ccccc2)CCCN(Cc2cn[nH]c2-c2ccccc2)C1 (stereo not given)	3	-7	1	3	-7	-4	1	3	0.1	4
OCC1OC(Oc2c(Br)cc(Br)cc2Br)C(O)C(O)C1O (stereo not given)	-3	-7	-2	-2	-5	-1	-1	1	-0.1	-2
CC1(C)Cc2c(c(-c3ccccc3)[nH]c(=O)c2C#N)CS1	-14	0	0	0	-4	-7	-19	7	-0.1	-5
CC[C@]12c3[nH]c4cc(CCC(=O)N(C)C)ccc4c3CCN1C(=O)[C@@H](CC(=O)NCCc1ccccn1)C[C@@H]2C(=O)N1CCN(C(=O)c2ccco2)CC1	-6	1	-2	1	-1	-6	-4	3	-0.1	12
c1ccc(COc2ncnc3c2ncn3CCCNCC2CCCO2)cc1 (stereo not given)	0	4	-3	-2	5	0	-45	3	-0.3	-1
NC(=O)C1CCN(C(=O)C2CC(=O)N(c3ccc(F)cc3)C2)CC1 (stereo not given)	3	-6	0	-1	-7	-2	-8	1	0.0	2
COc1ccc(Cn2ccc(=O)c(Cc3c(Cl)cccc3Cl)c2C)cc1	3	-1	3	1	-10	-2	-1	4	-0.1	-14
COc1ccc2cc(CCOC3CCCCO3)ncc2c1 (stereo not given)	-8	4	-3	-1	-4	-14	-11	4	2.4	-9
Cc1ccc(Nc2ncnc(-n3cccc3)n2)cc1Cl	2	2	1	3	-7	-1	-2	-5	0.0	10
COc1cccc(COC(=O)C(Cc2ccccc2)NC(=O)c2ccco2)c1 (stereo not given)	3	-4	-2	-6	-1	-3	-3	-1	-0.3	5
O=C1/C(=C/c2ccccc2)SC(=S)N1C1CCS(=O)(=O)C1 (stereo not given)	-2	-1	-2	-6	0	-4	-6	3	0.2	-2
Cc1cc(C)c2c(N)c(C(=O)Nc3ncc(C)s3)sc2n1	i	-15	1	1	5	-188	i	-4	33*	-1
O=C1CC(c2ccco2)Sc2ccccc2N1 (stereo not given)	4	5	-2	-6	-18	-3	-2	2	0.2	-9
Cc1ccc(C)c(C(=O)CCC(=O)N2CCN(c3cccc(C(F)(F)F)c3)CC2)c1	-2	6	0	-4	6	1	-4	-1	-0.1	-6
CC(=O)Nc1cccc(C(=O)OCC(=O)NC(C)c2ccc(F)cc2)c1 (stereo not given)	0	-2	0	5	-6	-3	-8	-11	0.0	8
Cc1cc(=O)oc2cc(OCC(=O)N3CCN(c4ccccc4)CC3)ccc12	-24	5	-1	-3	2	-43	-29	0	-1.0	-5
C=CCNC(=O)C1CCN(S(=O)(=O)c2ccc3ccccc3c2)CC1	8	-3	1	-1	-1	0	0	-4	-0.1	11

Continued, overlapping the part above by two compounds.
SMILES	PLC-gamma1 inh	Tn6 DDE FP	UHRF1 MBD2 ctr	MBD2 inh	ASAP1 GAP inh	ADAM17 inh	PLC-beta3 inh	Tn7 DDE FP	KLK7 zymogen act	ARFGAP1 inh
Cc1cc(=O)oc2cc(OCC(=O)N3CCN(c4ccccc4)CC3)ccc12	-24	5	-1	-3	2	-43	-29	0	-1.0	-5
C=CCNC(=O)C1CCN(S(=O)(=O)c2ccc3ccccc3c2)CC1	8	-3	1	-1	-1	0	0	-4	-0.1	11
O=C(COC(=O)COc1ccccc1)Nc1ccc(S(=O)(=O)N2CCOCC2)cc1	-1	-4	2	2	-3	0	-4	-6	-0.4	14
CCOc1ccc(C(=O)COC(=O)CNC(=O)C2CCCCC2)cc1	3	-1	0	3	-5	-7	-7	6	-0.4	1
Cc1cccc(C)c1NC(=O)CN(C)C(=O)CSCc1c(C)noc1C	2	0	-1	-3	-1	3	3	-4	0.1	4
O=C1c2ccccc2C(=O)N1c1ccc(S(=O)(=O)N2CCN(c3ccccc3)CC2)cc1	0	-1	0	3	5	-18	0	-1	-0.1	2
CCOc1nc2cnccc2n(CC(=O)Nc2ccccc2F)c1=O	2	-6	0	2	10	1	-5	-8	-0.2	8
CC[N+](C)(C)CCN(Cc1ccc(Cl)cc1)c1ccccn1	-37	0	-1	-2	-2	-46	-50	-3	0.3	-2
COC(=O)C1=C(C(=O)OC)[C@@H]2Nc3ccccc3[C@@]23C[C@@H](C(=O)OC)N(C(=O)CC(C)C)C3=N1	-1	-6	1	1	11	-3	-2	1	0.2	-9
COc1ccccc1C(=O)Nc1nnc(-c2ccc3c(c2)CCCC3)o1	-4	4	0	3	9	2	-6	-7	0.7	12
CC(C)CCNC(=O)c1onc(CSc2ccncc2)c1C(=O)NCCC(C)C	2	9	0	1	-8	-1	0	-6	0.2	7
Cc1ccc(NC(=O)COC(=O)Cc2ccsc2)c(C)c1	1	1	1	4	11	-1	0	2	-0.1	-4
NC(=O)CC(NC(=O)Cc1ccc(Cl)cc1)c1ccc(NCCN2CCOCC2)c([N+](=O)[O-])c1 (stereo not given)	2	4	-2	-5	-9	0	0	0	-0.6	15
Cc1cc2c3c(c1C)C1(C(=O)N3C(C)(C)CC2C)C(C#N)=C(N)Oc2cc(O)ccc21 (stereo not given)	5	-6	-3	1	15	4	0	3	-0.2	2
NNC(=O)c1sc2cc(C(F)(F)F)cnc2c1-c1ccccn1	-1	1	-1	1	11	0	-6	1	-1.0	-4
COc1ccccc1OC(C)C(=O)N1CCC(Cc2ccccc2)CC1 (stereo not given)	-2	1	-2	-3	3	0	-7	4	0.7	-1
CCn1c(O)c(N=NC(=O)C(O)c2ccccc2)c2ccccc21 (stereo not given)	7	-7	-1	-2	-1	0	-1	3	0.2	-12
C=CCOc1ccc(/C(O)=C2\C(=O)C(=O)N(CCCOC)C2c2ccc(O)c(OC)c2)cc1 (stereo not given)	3	5	-2	-2	10	7	1	-5	0.2	3
CCSc1nc2c(c(=O)[nH]1)C(C(C)C)C(C#N)=C(N)O2 (stereo not given)	0	4	1	4	-15	0	-3	0	0.6	-8
CC(CN(C)Cc1ccccc1)OC(=O)c1cccs1 (stereo not given)	-2	5	-2	-3	16	-2	1	-5	0.1	2
CCOC(=O)/C(=N/Nc1ccccc1OC)N1CCCc2ccccc21	-11	1	2	-5	-5	-1	-14	6	-0.1	-2
COC(=O)c1ccc(CSc2nnc(-c3ccncc3)o2)o1	-1	1	-5	4	3	-4	-6	-1	0.6	0
CC(Oc1ccc(Cl)cc1Cl)C(=O)NNC(=O)[C@@H]1CCCC[C@@H]1C(=O)O (stereo not given in full)	0	0	-2	1	-9	-3	-6	-6	0.0	8
CCN1CCN(S(=O)(=O)c2ccc(Cl)c(C(=O)NCc3nc4ccccc4[nH]3)c2)CC1	-7	12	-1	-2	-7	-3	-2	4	0.4	8
CC(OC(=O)c1ccc(NS(=O)(=O)c2ccc3[nH]c(=O)[nH]c3c2)cc1)C(=O)Nc1cccc(Cl)c1Cl (stereo not given)	0	5	-1	-1	3	1	-7	-3	0.0	11
CCCCCN1C=CC(=C2C(=O)c3ccccc3C2=O)C=C1	-3	1	-4	-3	-5	5	-10	-7	-0.5	0
CCOC(=O)NC(Nc1nc2ccccc2s1)(C(=O)OCC)C(F)(F)F (stereo not given)	-2	-5	-2	1	6	-4	0	0	-0.1	-3
SMILES	PLC-gamma1 inh	Tn6 DDE FP	UHRF1 MBD2 ctr	MBD2 inh	ASAP1 GAP inh	ADAM17 inh	PLC-beta3 inh	Tn7 DDE FP	KLK7 zymogen act	ARFGAP1 inh
COC(=O)[C@@H](NC(=O)Nc1cc(Cl)ccc1C)C(C)C	-1	0	3	0	-6	-6	0	4	-0.1	-2
CC(C)OC(=O)CSc1nc2cccnc2n1-c1ccc(F)cc1	-1	2	4	7	-4	-7	-1	3	-0.4	20
COC(=O)c1sc(S(=O)(=O)Nc2ccc(Br)cc2)c(C(=O)OC)c1C	-1	3	7	2	0	1	-7	6	-0.2	12
CCCCC(=O)NC(=S)Nc1cccc(Cl)c1N1CCCCC1	2	-1	3	7	-10	-2	2	1	-0.1	6
COCCn1nnnc1C(c1ccccc1Cl)N1CCN(c2ccccc2OC)CC1 (stereo not given)	9	2	0	-1	-2	3	6	-2	0.4	7
O=S(=O)(c1cc2ccccc2s1)n1c(CN2CCOCC2)nc2ccccc21	1	3	0	-5	/	-6	-2	-6	0.2	/
Cc1cccc(N2C(=O)CC(Sc3ccccc3C(=O)O)C2=O)c1 (stereo not given)	-1	8	-2	-1	2	-1	1	0	-1.0	-4
Cc1csc2nc(COC(=O)c3cccc(N(C)C)c3)cc(=O)n12	-57	-3	-5	-1	-2	-52	-81	-6	-1.2	12
COc1cc(OC)c(OC)cc1CNCCNC(=O)c1ccco1	4	3	-2	-1	-4	1	-2	-2	0.1	18
O=C(Nc1ccc(C(=O)N2CCN(c3ccc(Cl)cc3)CC2)cc1)C1=CSCCO1	1	3	2	3	-5	-2	-1	-2	0.3	1
OC[C@@H]1CN(Cc2ccc3c(c2)OCO3)C[C@H](n2cnc3c(NCc4ccncc4)ncnc32)O1	0	2	0	-4	4	-1	-1	-10	0.2	-8
CCOC(=O)c1c(NCC(C)C)c2ccccc2[nH]c1=O	1	1	-2	1	8	0	2	-6	0.1	-16

Single records (already shown):
Cc1cccc(N2C(=O)CC(Sc3ccccc3C(=O)O)C2=O)c1 (stereo not given) is listed as PLC-gamma1 inh: -1; Tn6 DDE FP: 8; UHRF1 MBD2 ctr: -2; MBD2 inh: -1; ASAP1 GAP inh: 2; ADAM17 inh: -1; PLC-beta3 inh: 1; Tn7 DDE FP: 0; KLK7 zymogen act: -1.0; ARFGAP1 inh: -4
COC(=O)c1sc(S(=O)(=O)Nc2ccc(Br)cc2)c(C(=O)OC)c1C is listed as PLC-gamma1 inh: -1; Tn6 DDE FP: 3; UHRF1 MBD2 ctr: 7; MBD2 inh: 2; ASAP1 GAP inh: 0; ADAM17 inh: 1; PLC-beta3 inh: -7; Tn7 DDE FP: 6; KLK7 zymogen act: -0.2; ARFGAP1 inh: 12

Assay outcomes: PubChem BioAssay, The Scripps Research Institute Molecular Screening Center
